# TGFb inhibitor = TGF-b pathway inhibition. HepG2 CAGA-GFP TGF-b/SMAD3 reporter, GFP fluorescence, 18 h; TGF-beta stimulated, 500 pg/mL final. Potency, µM (series often up to 46.1 µM), for the others: top-dose activity, negative = inhibition, hits mostly inhibitors. hit rate 1.2% among 410,000; note: potency is the fitted concentration of half-maximal effect; % is set by controls: 0 for no effect and ±100 for the full control effect; nearly all actives have a fitted effect of over 65% in size
#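 HEPG2 CAGA-GFP cells (1000/well, DMEM with 1% FBS) were pre-incubated 2 h at 37 degrees C, given compound by pin tool, then stimulated with TGF-beta at 500 pg/mL final for 18 h before per-cell GFP fluorescence imaging.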
# Akt phos inh = inhibitors of Akt phosphorylation; hit rate 0.32% among 360,000; Neuro2A IGF-stimulated pAkt S473 HTRF, 20 min; hits give low values; activity change, % for hits at 50 µM; in the data active = activity change below about -80%; inconclusive = mostly about -51% to -80%; note: % is set by controls: 0 for no effect and ±100 for the full control effect
#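 Neuro2A cells (4,500/well, DMEM with 0.5% FBS) were treated with compound at a single 50 µM final concentration, stimulated with 6 nM IGF for 20 min at 37 °C, and lysed. Phospho-Akt Ser473 was read by HTRF as 665/615 ratio ×10^4.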
# Nrf2 ARE act = activates Nrf2 signaling. AREc32 ARE-luciferase reporter (MCF7-derived line), luminescence, 24 h. Potency, µM (highest dose often 46.1 µM), for inactives: at the highest dose activation, actives largely listed as activators. hit rate 0.31% among 410,000. AID 624171; note: potency is the fitted concentration of half-maximal effect; % of control where 0% means no effect; nearly all actives have a fitted effect of over 65% in size
#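 ARE-driven firefly luciferase activity in AREc32 cells measured after a 24 hr compound exposure at 37 deg C, using Steady-Glo reagent and a 30 min room-temperature hold.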
# EPAC2 ag = agonists of human EPAC2 (RAPGEF4) | EPAC2 activation, biochemical qHTS; response scale: 100% = 6.5 mM cAMP response | Q8WZA2 | Potency, µM (top dose mostly 154 µM), without a hit: at the highest dose activation, actives largely listed as activators | AID 720711 | hit rate 0.079% among 360,000; note: potency is the fitted concentration of half-maximal effect; nearly all actives have a fitted effect of over 50% in size
# Target sequence (Q8WZA2 whole entry, looked up): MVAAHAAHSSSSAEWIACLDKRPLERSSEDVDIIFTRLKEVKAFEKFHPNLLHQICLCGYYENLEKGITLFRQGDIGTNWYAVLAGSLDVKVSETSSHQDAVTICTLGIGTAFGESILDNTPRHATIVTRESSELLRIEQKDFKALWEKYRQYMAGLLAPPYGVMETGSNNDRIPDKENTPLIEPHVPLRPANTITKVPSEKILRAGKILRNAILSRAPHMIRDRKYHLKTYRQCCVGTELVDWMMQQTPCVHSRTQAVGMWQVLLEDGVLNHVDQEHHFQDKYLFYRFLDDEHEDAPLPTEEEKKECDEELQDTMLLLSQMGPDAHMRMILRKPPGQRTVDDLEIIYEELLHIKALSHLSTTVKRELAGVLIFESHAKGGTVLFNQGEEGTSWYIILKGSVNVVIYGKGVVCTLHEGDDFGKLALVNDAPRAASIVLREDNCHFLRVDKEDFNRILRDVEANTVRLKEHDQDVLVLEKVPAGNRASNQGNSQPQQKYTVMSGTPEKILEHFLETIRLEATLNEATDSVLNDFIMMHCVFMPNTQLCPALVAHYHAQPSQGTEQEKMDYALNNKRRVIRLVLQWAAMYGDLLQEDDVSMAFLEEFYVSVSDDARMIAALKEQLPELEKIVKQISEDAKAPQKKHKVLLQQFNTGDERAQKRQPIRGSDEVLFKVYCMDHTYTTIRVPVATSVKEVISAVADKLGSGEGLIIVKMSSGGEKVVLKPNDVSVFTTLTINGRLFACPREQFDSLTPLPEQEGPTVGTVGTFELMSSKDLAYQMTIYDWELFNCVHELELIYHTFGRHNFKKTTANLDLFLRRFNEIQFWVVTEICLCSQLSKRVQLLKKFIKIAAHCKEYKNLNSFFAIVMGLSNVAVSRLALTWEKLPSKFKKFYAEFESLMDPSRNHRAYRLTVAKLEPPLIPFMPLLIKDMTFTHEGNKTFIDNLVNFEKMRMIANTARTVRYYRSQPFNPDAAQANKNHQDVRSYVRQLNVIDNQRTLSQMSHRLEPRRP
#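 Setup: EPAC2 100 nM, labeled Rap1B complex 250 nM, free GDP 50 uM. Compound titrations pinned in, brief spin, 5 min room temperature incubation. Kinetic fluorescence read over 30 min, normalized to 6.5 mM cAMP.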
# Nrf2 block = Nrf2 pathway inhibition; A549 ARE-Fluc reporter, luciferase luminescence, 18-24 h; Potency, µM (series often up to 46 µM), for inactives: top-dose activity change, negative = inhibition, actives largely listed as inhibitors; hit rate 2.1% among 360,000; AID 504444; note: potency is the fitted concentration of half-maximal effect; % is set by controls: 0 for no effect and ±100 for the full control effect; nearly all actives have a fitted effect of over 60% in size
#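 Nrf2 function is reported as luminescence of an ARE-controlled luciferase in A549 cells. Compounds were tested at several concentrations, and a CellTiter-Fluor read on the same wells flagged cytotoxicity.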
# CCT chaperon mod = changes cytosolic chaperonin activity. purified chaperonin ATPase assay, HTRF ADP detection, 30 min. activity change, % (test concentration not listed), hits read low. hit rate 0.3% among 360,000. AID 651819; in the data active = activity change below about -30%; note: % is set by controls: 0 for no effect and ±100 for the full control effect
#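 Nucleotide hydrolysis assay: TRiC at 20–40 nM final (set by batch activity) with 10 uM ATP, 30 min at 37 °C, in presence of 76 uM compound. Detection by competitive ADP HTRF, 30 min ambient.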
# EPAC2 antagonist = antagonists of human EPAC2. EPAC2 GEF exchange of Rap1B-BODIPY-GDP, fluorescence. Potency, µM (highest dose often 114 µM), for inactives: at the top dose activity, negative = inhibition, most hits filed as inhibitors. hit rate 0.18% among 360,000. AID 720708; note: potency is the fitted concentration of half-maximal effect; % is set by controls: 0 for no effect and ±100 for the full control effect; nearly all actives have a fitted effect of over 45% in size; many of its hits are not listed in these tables
# Mm-Cpn inhibitor = blocks the Methanococcus maripaludis chaperonin Mm-Cpn; hit rate 0.031% among 330,000; purified Mm-Cpn ATPase, ADP Transcreener TR-FRET; Potency, µM (doses to about 76.9 µM), inactives show top-dose activity, negative = inhibition, most hits filed as inhibitors; note: potency is the fitted concentration of half-maximal effect; % is set by controls: 0 for no effect and ±100 for the full control effect; nearly all actives have a fitted effect of over 80% in size
#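 Compound-treated chaperonin, 25 nM final, turns over 10 uM ATP at 37°C for 30 min following a 10 min preincubation; ADP generated competes with ADP-d2 for Eu-cryptate antibody, lowering FRET.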
# A549 viability = kills or reduces viability of A549 cells in Nrf2 counter-screen; A549 ARE-Fluc cells, CellTiter-Fluor viability, 18-24 h; hit rate 0.16% among 390,000; AID 504648; Potency, µM (doses to about 46 µM), inactives show at the highest dose activity change, negative = cytotoxicity, hits mostly inhibitors; note: potency is the fitted concentration of half-maximal effect; % is set by controls: 0 for no effect and ±100 for the full control effect
#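 Cytotoxicity counterscreen: CellTiter-Fluor fluorescence was measured in A549 ARE_Fluc cells after 18-24 h of compound exposure in a concentration series. The subsequent BugLite luminescent read reports ARE-luciferase activity.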
# An asterisk follows results filed as active; i = inactive; ? = inconclusive; nt = not tested or not shown; [ ] = another dose, or the depositor's remark. Unless noted, calls come from the whole dose curve; as a rule, active = well fitted curve in the direction sought with a large enough effect; inconclusive = small, poorly fitted or top-dose-only effect, or another doubt; inactive = no such curve, though single readings can be large; an effect the other way counts as inactive or inconclusive. A portion of the library; count on the stated rates, not on these rows.
SMILES,TGFb inhibitor,Akt phos inh,Nrf2 ARE act,EPAC2 ag,Nrf2 block,CCT chaperon mod,EPAC2 antagonist,Mm-Cpn inhibitor,A549 viability
Cc1cccc(NC(=O)CN2CCN(CC(=O)NCC3(N4CCCCC4)CCCCC3)CC2)c1C,15%,i,-0.6%,6%,7%,2.1,10%,0%,-3%
C[C@@H]1CCC(=O)N(CC[C@H](Sc2ccc(Br)cc2)c2ccccc2)CC1,?,i,-0.4%,2%,?,0.2,-29%,-2%,-24%
NC1=NS(=O)(=O)NC1c1ccc(Br)cc1 (configuration not stated),1%,i,0.2%,0%,11%,0.6,10%,-3%,-2%
CCOC(=O)c1ccccc1NC(=O)Cn1cnc2c1c(=O)n(C)c(=O)n2C,-4%,nt,-0.1%,0%[15.6 µM],24%,-0.6,-1%,-1%,-5%
O=C(Cn1cnc2c(nnn2Cc2ccc(F)cc2)c1=O)N1CCN(c2ccccc2)CC1,0%,i,0.2%,9%,1%,0.8,7%,0%,?
Cc1cccc(-n2ncc3c2CCCC3NC(=O)CC(F)(F)F)c1C (configuration not stated),0%,i,-0.7%,-2%,?,2.2,-3%,1%,-1%
COCCNC(=O)C(c1ccc(O)cc1)N(Cc1ccccc1)C(=O)CCC(=O)Nc1nccs1 (configuration not stated),3%,i,-0.8%,4%,2%,-0.8,5%,0%,1%
CC1CC(C)CN(C(=O)C2CCC(CNS(=O)(=O)c3ccccc3)CC2)C1 (configuration not stated),-18%,i,3.3%,-4%,?,-0.3,?,-1%,-4%
CC1([N+](=O)[O-])COC(C=Cc2ccccc2)OC1 (configuration not stated),13%,i,0.2%,7%,?,-4.1,-7%,nt,2%
COc1ccc(C(=O)CSc2nnc(Cn3nnc4ccccc43)n2C)cc1,-27%,i,-0.6%,0%,6%,-1.3,-3%,-1%,0%
CCOc1ccc(CN(C)CC(=O)Nc2cc(OC)c([N+](=O)[O-])cc2C)cc1,7%,i,2.4%,7%,4%,-0.1,8%,2%,3%
C[C@H](NC(=O)OC(C)(C)C)C(=O)N/N=C/C1=Cc2ccccc2OC1,?,i,5.7%,9%,?,-2.5,1%,-2%,1%
CC(c1ccccc1)C(CC(=O)O)C(=O)Nc1ccc(Cl)c(Cl)c1 (configuration not stated),-2%,i,-0.5%,-3%,-12%,-2.2,16%,-2%,-2%
O=c1[nH]c([N+](=O)[O-])nn1C(c1ccccc1)c1ccccc1,-1%,i,1.9%,13%,-2%,-4.3,?,0%,3%
CCOC(=O)N1CCC(=NNc2ncc(C(F)(F)F)cc2Cl)CC1,-5%,i,2.9%,4%,24%,-2.6,-15%,2%,-1%
COc1cccc(OCc2cc(C(=O)N(C)C3CC(C)(C)NC(C)(C)C3)no2)c1,0%,i,-0.4%,9%,11%,-2.6,11%,-1%,8%
Cc1ccc(C)c(C(=O)CSc2nc(C)cc(=O)[nH]2)c1,3%,i,-0.3%,-2%,2%,1.3,-7%,2%,-2%
CCOc1ccccc1OCCC(=O)Nc1ccc2c(c1)OCO2,5%,i,-0.3%,-6%,-2%,1.1,-2%,-1%,2%
Cc1ccc(Cc2cnc(NC(=O)C3Cc4ccc(C)cc4C(=O)O3)s2)cc1 (configuration not stated),20%,nt,-1.1%,nt,3%,nt,nt,nt,-13%
CC(=O)Nc1cc(-c2ccccc2)nn1Cc1ccc(Cl)cc1,0%,i,2.3%,-1%,?,-2.5,3%,-1%,9%
CC(C)c1ccc(OCc2nnc(SCC(=O)N3CCCCC3)o2)cc1,-9%,i,0.9%,13%,-4%,0.0,-14%,3%,-2%
CC(=O)NC(c1ccccc1)c1nc(-c2cnc3ccccc3c2)cs1 (configuration not stated),2%,i,4.3%,6%,nt,0.3,2%,nt,nt
O=C1CSC(c2ccccc2)N1c1ccccc1F (configuration not stated),-10%,i,-0.4%,2%,3%,-4.4,-9%,1%,0%
CCCCn1cnc2sc3c(c2c1=N)CCCC3,-12%,i,0.2%,5%,4%,0.6,23%,-2%,19%
COC(=O)c1ccc(NC2CC(=O)N(c3ccccc3C)C2=O)cc1 (configuration not stated),-12%,i,-0.1%,2%,?,-1.8,2%,0%,5%
Cc1ccc(Oc2c(C=O)c3ccccc3n2C)cc1,0%,i,4.1%,15%,?,-8.0,0%,1%,-6%
Cc1ccc(S(=O)(=O)N[C@H](C(=O)OCC(=O)N2N=C(c3ccc(Cl)cc3)CC2c2ccco2)C(C)C)cc1 (some centres not stated),?,i,5.8%,-1%,?,-3.5,-7%,-24%,-18%
O=S1(=O)N=C(Nc2ccc(O)cc2)c2ccccc21,1%,i,-0.9%,3%,8%,0.9,-4%,0%,14%
CNc1ccc([N+](=O)[O-])cc1,-3%,i,-1.0%,2%,10%,-2.2,-8%,-2%,?
Cc1ccc(NC(=O)C2CCCN2C(=O)OC(C)(C)C)cc1C (configuration not stated),2%,i,0.0%,-3%,-6%,-2.0,1%,0%,-6%
COC(=O)c1cn(CCOc2ccccc2OC)c2ccccc12,?,i,0.7%,16%,?,-0.2,-3%,0%,-2%
N#Cc1cc(-c2ccccc2)nc(Oc2ccc(Cl)cc2)n1,?,i,-0.3%,-11%,2%,0.4,-3%,1%,2%
C=CCS(=O)(=O)N1CCCC(N(C)CCc2ccc(OC)c(OC)c2)C1 (configuration not stated),17%,i,-0.1%,-1%,-23%,0.0,0%,2%,0%
O=C(Nc1ccc2c(c1)CCC2)c1cccc(S(=O)(=O)N2CCN(c3ccc(F)cc3)CC2)c1,?,nt,-0.2%,?,?,1.2,0%,1%,-7%
Cc1ccc(OCC(=O)O/N=C(\N)c2ccncc2)cc1C,-4%,i,0.4%,7%,15%,1.3,-10%,-7%,0%
COc1ccc(N2C(=O)CC(n3cnc4ccccc43)C2=O)cc1 (configuration not stated),-5%,i,-0.6%,7%,8%,-0.6,18%,0%,-1%
CC(=O)c1cccc(S(=O)(=O)Nc2ccc(N3CCOCC3)cc2)c1,-4%,i,-0.3%,11%,-1%,-3.2,-3%,0%,5%
O=C(COC(=O)c1ccc(NC(=O)C2CC=CCC2C(=O)O)cc1)c1ccccc1 (configuration not stated),0%,i,-0.2%,-6%,4%,-3.0,2%,-1%,1%
CCCNC(=O)Cc1ncn[nH]1,-2%,i,-0.7%,9%,10%,-1.0,4%,-6%,0%
Cc1cc(C)c(C#N)c(N2CCC(C(N)=O)CC2)n1,5%,i,-0.1%,3%,3%,-0.2,-4%,0%,3%
COc1ccc(N/N=C(/Oc2ccc([N+](=O)[O-])cc2)C(C)=O)cc1,-11%,-114%*,0.2%,20%,-28%,0.1,-8%,-1%,?
O=C1NCC(CN(c2ccccc2)c2ccccc2)O1 (configuration not stated),6%,i,0.2%,1%,0%,-2.6,7%,1%,0%
Cc1ccc(-c2nnc(N3CCN(C(=O)Cn4c(=O)n(C)c5ccccc54)CC3)c3ccccc23)cc1,10%,i,-0.2%,-2%,?,-2.4,5%,0%,-9%
CC(C)c1ccc2nc(N)sc2c1,-5%,i,2.7%,3%,?,-0.8,-2%,-1%,-8%
CC(C)c1ccc(C(=O)OCC(=O)Nc2cccc(S(=O)(=O)NC3=NCCC3)c2)cc1,3%,i,-0.1%,2%,nt,0.3,4%,nt,nt
COc1ccc(CNC(=O)CN2CCN(c3ccccc3)CC2)cc1,-6%,i,-0.3%,11%,-2%,-1.9,5%,0%,1%
Cn1c(=O)[nH]c(=O)c2c1nc(NCCO)n2CC(O)COc1ccccc1 (configuration not stated),8%,nt,5.1%,nt,9%,nt,nt,nt,0%
CC(=O)N1CCCc2cc(S(=O)(=O)N3CCN(c4ccccn4)CC3)ccc21,-7%,i,-0.2%,-7%,-16%,0.7,0%,2%,-6%
Cc1ccc(-c2ccc(S(=O)(=O)N3CC(C)OC(C)C3)cc2)cc1 (configuration not stated),3%,i,0.1%,0%,0%,0.8,-5%,0%,0%
CCN(CC)S(=O)(=O)c1cc(NC(=O)C2CC(=O)N(Cc3ccccc3)C2)ccc1Cl (configuration not stated),?,i,0.4%,-2%,18µM*,-6.8,-15%,2%,-11%
C=CC(=O)Nc1cccc(Oc2ccnc(Nc3ccc(N4CCN(C)CC4)cc3)n2)c1,13µM*,i,17%,5%,?,-1.8,0%,nt,1.6µM*
CCN=C1SC(C(=O)Nc2cccc(C(=O)O)c2)CC(=O)N1CC (configuration not stated),-3%,i,0.4%,4%,?,0.2,-1%,-18%,3%
Cc1cc(N2CCCC2)ccc1NC(=O)CN1C(=O)NC2(CCCCC2)C1=O,-7%,i,2.7%,5%,-15%,-2.4,-1%,-7%,0%

# Compounds listed so far that contain fluorine, in the order listed:
SMILES,TGFb inhibitor,Akt phos inh,Nrf2 ARE act,EPAC2 ag,Nrf2 block,CCT chaperon mod,EPAC2 antagonist,Mm-Cpn inhibitor,A549 viability
O=C(Cn1cnc2c(nnn2Cc2ccc(F)cc2)c1=O)N1CCN(c2ccccc2)CC1,0%,i,0.2%,9%,1%,0.8,7%,0%,?
Cc1cccc(-n2ncc3c2CCCC3NC(=O)CC(F)(F)F)c1C (configuration not stated),0%,i,-0.7%,-2%,?,2.2,-3%,1%,-1%
CCOC(=O)N1CCC(=NNc2ncc(C(F)(F)F)cc2Cl)CC1,-5%,i,2.9%,4%,24%,-2.6,-15%,2%,-1%
O=C1CSC(c2ccccc2)N1c1ccccc1F (configuration not stated),-10%,i,-0.4%,2%,3%,-4.4,-9%,1%,0%
O=C(Nc1ccc2c(c1)CCC2)c1cccc(S(=O)(=O)N2CCN(c3ccc(F)cc3)CC2)c1,?,nt,-0.2%,?,?,1.2,0%,1%,-7%
